# Source: PubChem BioAssay
# BaF3 parental: reduces parental Ba/F3 cell viability, JAK2V617F counter-screen; inhibition, % at 5.6 µM; 220,000 compounds, 1.1% hits; AID 1486; CellTiter-Glo ATP luminescence;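 active means inhibition above a per-campaign cutoff, the mean inhibition of all tested compounds plus 3 SD, cut at about 27% in these data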;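 further: 0% = DMSO wells and 100% = JAK Inhibitor I control wells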
# NCF1 inh: blocks human p47phox regulatory protein of NADPH oxidases | p47phox/p22phox peptide binding, fluorescence polarization, 2 h | P14598 | 220,000 compounds, 0.53% hits | inhibition, % at 24.7 µM;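 active means inhibition above about 30%, limit read from the data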;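 further: 0% = p47phox with labelled peptide and 100% = labelled peptide alone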
# NPY Y1 blocker: NPY-Y1 (human) receptor antagonism | P25929 | HEK293-CNG Y1 cells, membrane potential fluorescence; NPY at EC95, then isoproterenol | inhibition, % at 3.6 µM | 200,000 compounds, 1% hits;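 active means inhibition above the campaign mean inhibition of all tested compounds plus 3 SD, cut at about 20% in these data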;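 further: 0% = DMSO wells given NPY plus isoproterenol and 100% = isoproterenol alone without NPY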
# Target sequence (P25929 whole entry, looked up): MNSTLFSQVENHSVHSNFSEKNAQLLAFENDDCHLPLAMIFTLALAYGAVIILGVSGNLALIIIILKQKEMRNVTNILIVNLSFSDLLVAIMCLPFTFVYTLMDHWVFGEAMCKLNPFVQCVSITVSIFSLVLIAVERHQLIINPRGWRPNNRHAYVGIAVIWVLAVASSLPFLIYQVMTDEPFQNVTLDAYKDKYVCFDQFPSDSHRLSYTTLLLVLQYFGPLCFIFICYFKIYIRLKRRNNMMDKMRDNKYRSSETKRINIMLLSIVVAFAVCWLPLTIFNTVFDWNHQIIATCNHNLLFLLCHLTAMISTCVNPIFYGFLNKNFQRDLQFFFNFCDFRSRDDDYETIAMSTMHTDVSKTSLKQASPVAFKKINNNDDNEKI
#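 Assay system: HEK293 Y1/CNG channel cell line; Doses: single compound dose of 3.6 µM, 0.4% DMSO; Timing: dye 3 h, compound 60 min room temperature, stimulation 45 min; Technique: Membrane-potential fluorescent dye readout; Measure: % inhibition of NPY effect.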
# Ba/F3 V617F tox: loss of viability in JAK2V617F-driven Ba/F3 cells | inhibition, % at 5.6 µM | 220,000 compounds, 1.1% hits | AID 1446 | Ba/F3 EpoR-JAK2V617F viability, ATP luminescence;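 active means inhibition above the campaign mean plus 3 SD over all tested compounds, cut at about 24% in these data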;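 further: cytokine-independent growth of Ba/F3 cells driven by EpoR plus mutant JAK2; 0% = DMSO-treated cells and 100% = JAK inhibitor I control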
# CHOP inh: inhibitors of CHOP induction in ER stress response; CHO-K1 CHOP-promoter luciferase, tunicamycin-induced, 15-18 h; inhibition, % at 10 µM; AID 2732; 220,000 compounds, 3.8% hits;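 active means compounds that reduced the stress-induced luciferase reporter signal by more than about 70% of percent inhibition, limit read from the data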;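 further: 0% = tunicamycin plus vehicle and 100% = wells without tunicamycin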
# S1P4 antag: blocks the human S1P4 receptor; O95977; S1P4-expressing cells, antagonist mode, reporter read-out; inhibition, % at 4.98 µM; 220,000 compounds, 0.26% hits; AID 1510; in the data active means inhibition above about 29%;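 further: 0% = wells stimulated with agonist and 100% = vehicle wells without agonist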
# Target sequence (O95977 whole entry, looked up): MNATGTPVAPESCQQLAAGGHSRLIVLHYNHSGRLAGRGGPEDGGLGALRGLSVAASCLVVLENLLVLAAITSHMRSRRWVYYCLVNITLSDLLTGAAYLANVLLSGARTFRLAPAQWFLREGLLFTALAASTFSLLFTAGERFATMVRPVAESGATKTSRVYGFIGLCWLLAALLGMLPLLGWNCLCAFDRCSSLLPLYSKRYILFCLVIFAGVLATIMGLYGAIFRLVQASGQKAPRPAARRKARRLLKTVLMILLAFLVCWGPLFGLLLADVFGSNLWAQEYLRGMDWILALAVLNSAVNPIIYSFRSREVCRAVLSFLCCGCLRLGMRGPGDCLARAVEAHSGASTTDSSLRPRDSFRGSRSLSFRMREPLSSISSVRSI
# NPY-Y1 PAM-ag: potentiators or agonists of human neuropeptide Y receptor Y1; 220,000 compounds, 0.37% hits; activation, % at 3.6 µM; P25929; NPY-Y1 expressing cells, potentiator/agonist activation; AID 1304; in the data active means activation above about 33%, passing the limit was not always enough;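 further: cells stimulated with NPY at EC10 then isoproterenol at EC100; 0% = low agonist plus stimulus and 100% = saturating agonist plus stimulus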
# S1P4 ag: human S1P4 receptor agonism; activation, % at 4.98 µM; S1P4-expressing cell line, agonist reporter assay; 220,000 compounds, 0.35% hits; in the data active means activation above about 11%;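 further: 0% = DMSO vehicle and 100% = reference agonist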
# NPY2 pot ag: potentiates or activates human NPY-Y2 receptor; P49146; cells expressing NPY-Y2, potentiator/agonist read-out; activation, % at 3.6 µM; 220,000 compounds, 0.45% hits; AID 1359; in the data active means activation above about 27%;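 further: cells stimulated with NPY near EC25 plus isoproterenol at EC100; 0% = vehicle plus submaximal agonist and 100% = vehicle plus saturating agonist; some results beyond the cut were filed as inactive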
# Active calls of the source: *; nt = no result given. Hits appear at their usual frequency; any-hit rate near 7.1%.
SMILES	CHOP inh	NPY2 pot ag	BaF3 parental	NCF1 inh	S1P4 antag	S1P4 ag	Ba/F3 V617F tox	NPY-Y1 PAM-ag	NPY Y1 blocker
Cc1cccc2sc(NC(=O)CN3C(=O)c4ccccc4C3=O)nc12	-9.4	7.6	-0.7	27.1	-3.5	0.8	-4.8	-19.8	14.2
O=C(CCc1ccc(S(=O)(=O)NC2CCCCC2)cc1)Nc1ccccc1	26.7	9.8	5.5	-18.9	1.6	-1.8	-2.2	10.9	0.8
Cc1ccccc1OCC(O)Cn1c(NCc2ccco2)nc2c1c(=O)n(C)c(=O)n2C (centres undefined)	23.1	4.1	6.7	-10.3	-4.9	0.3	0.0	-19.5	2.5
CN/C=C1\C(=O)C(C)(C)Oc2ccc3ccc(=O)oc3c21	9.9	-10.4	8.8	-17.9	-5.7	-2.6	-1.5	3.0	-2.6
COc1cccc(N2CCN(C(=O)CSc3ccc(F)cc3)CC2)c1	14.8	-7.5	4.0	-9.9	-11.7	2.9	2.3	-15.4	3.8
O=C(NCc1ccccn1)C(=O)Nc1ccccc1	-6.9	9.3	8.9	-8.2	-18.8	0.1	-1.0	10.7	1.2
O=C(NC(Cc1c[nH]c2ccccc12)C(=O)O)/C(=C/c1ccco1)NC(=O)c1ccccc1 (centres undefined)	4.9	-2.4	-1.8	-10.2	-15.2	-0.3	-0.7	-2.2	-3.4
CCc1ccc2nc(/N=C(\N)NC(=O)c3ccccc3)nc(C)c2c1	-4.3	-27.0	2.1	-10.0	-5.3	2.1	-2.7	-21.0	nt
C(=N\n1cnnc1)/c1ccccc1OCCOc1ccccc1	14.2	19.5	-3.4	-7.4	7.2	-3.8	-4.1	5.7	-4.9
COC(=O)C(NC(=O)c1ccccc1C)(Nc1ncc(S(=O)(=O)c2ccc([N+](=O)[O-])cc2)s1)C(F)(F)F (centres undefined)	-4.7	16.5	5.2	-9.7	-2.1	-1.6	0.0	5.4	5.7
N#Cc1c(N)nc2c(c1-c1ccc3c(c1)OCO3)CCc1ccccc1-2	56.7	-17.1	7.8	-9.7	-51.4	1.5	2.1	-72.2	9.3
COCCCNc1nc2c(c(=O)n(C)c(=O)n2C)n1Cc1cccc(OC)c1	0.8	9.6	9.8	-9.8	-14.7	0.8	1.7	-17.8	-2.8
CC(=O)c1ccc(Oc2cc(C(F)(F)F)cnc2C(N)=O)cc1	8.2	5.4	4.7	-3.3	-8.6	3.3	-4.1	17.5	5.9
Clc1ccc(OCc2cn3ccccc3n2)c2ncccc12	14.2	-0.1	4.3	-3.9	-10.4	1.3	-1.0	-16.9	1.4
O=C(Nc1ccc([N+](=O)[O-])cc1)C1C(c2ccccc2)=C1c1ccccc1	20.7	7.5	2.3	-4.7	-10.6	-0.5	-3.4	-0.9	1.6
Cc1ccccc1C(=O)O/N=C1\CCS(=O)(=O)c2sccc21	-39.4	-7.1	-0.4	-12.4	-16.5	-0.7	-4.2	2.0	3.1
COC(=O)c1ccccc1NC(=O)C1CC(c2ccccc2O)=NO1 (centres undefined)	14.7	-6.8	-0.7	0.6	-14.3	-2.3	-5.0	-24.2	7.5
O=C1/C(=C/c2ccc([N+](=O)[O-])cc2)C=C(c2ccccc2)N1c1ccccc1	-1.9	-2.8	7.5	-95.7	-16.1	-0.6	-1.2	-3.3	3.7
CCC(C)n1c(-c2ccco2)nc2nc3ccccc3nc21 (centres undefined)	-3.1	-7.0	8.6	-14.6	-10.4	0.8	0.3	-2.7	0.5
CCCc1cc(=O)n2[nH]c(C)nc2n1	17.9	10.2	0.9	-5.6	-6.0	0.8	-2.5	14.6	-1.1
Cc1ccc(-n2cccc2C(=S)N=P(N(C)C)(N(C)C)N(C)C)cc1	0.6	-3.9	21.8	-10.3	-9.1	-0.7	10.1	-0.8	1.8
CCOc1cc2[nH]c(=O)n(CCCCC(=O)NCc3ccco3)c(=O)c2cc1OCC	17.4	3.9	0.9	0.4	-21.1	0.7	-3.8	3.8	-2.4
O=C(Cc1ccc(Cl)cc1)Nc1ccccc1N1CCOCC1	31.2	-4.3	7.7	0.0	-7.4	-0.1	-0.9	-12.5	2.5
CCOC(=O)C1(Cc2ccccc2Cl)CCN(S(=O)(=O)N(C)C)CC1	20.4	3.1	-1.0	0.8	3.3	2.4	-0.4	2.1	10.2
Cc1ccc(Oc2ccc(OCC(=O)OC3CCS(=O)(=O)C3)cc2)cc1 (centres undefined)	nt	6.5	5.8	nt	-5.6	-1.0	-1.8	-7.9	2.1
COC(=O)c1sccc1NC(=O)c1csc(C)c1	39.0	-1.1	3.5	-8.8	-2.2	-0.9	-3.5	-25.1	4.0
CN(C)C(=O)c1nc2ccccc2s1	-17.1	-13.2	10.2	1.5	-4.8	2.6	3.5	-35.2	-4.0
COc1cccc(NC(=O)Cn2c(=O)n(CCC(=O)NCc3ccco3)c(=O)c3ccccc32)c1	12.4	-1.9	1.8	-1.8	-15.6	0.4	-1.9	-2.6	1.5
COC(=O)C(/C=N/O)NC(=O)c1ccccc1 (centres undefined)	-3.3	-2.3	3.2	-2.5	-14.6	1.2	1.8	-3.1	0.1
CCOC(=O)c1cnn(-c2ccccn2)c1N	5.2	8.0	-0.1	-5.0	11.0	0.3	-1.0	9.2	5.2

SMILES	CHOP inh	NPY2 pot ag	BaF3 parental	NCF1 inh	S1P4 antag	S1P4 ag	Ba/F3 V617F tox	NPY-Y1 PAM-ag	NPY Y1 blocker
O=C(Cc1ccccc1)N/N=C/C=C/c1cccc([N+](=O)[O-])c1	19.2	2.2	2.7	-2.7	-1.6	-3.1	2.0	15.2	-3.3
CCC1CCCCN1CCCNC(=O)C1CCN(S(=O)(=O)N2CCCCC2)CC1 (centres undefined)	8.7	5.4	5.5	-17.3	-5.6	-0.5	1.2	-10.6	-8.5
COc1ccc(-c2nc(CC(=O)O)cs2)cc1	24.4	-21.8	2.3	-13.4	-0.1	1.0	-3.4	-16.1	1.5
CCOCCc1c(O)nc(SCC)[nH]c1=O	-1.9	-17.1	0.0	-0.1	-3.8	1.0	-1.5	-10.0	nt
COc1ccccc1NC(=O)Cc1nc(CCl)cs1	-24.1	-7.5	-0.3	-19.3	-21.9	2.7	-3.1	-2.8	-7.6
CN(C)CCNc1ncnc2c1sc1nc(-c3ccccc3)c3c(c12)CCCC3	-7.2	-57.9	-0.8	26.7	-6.0	-1.0	5.9	-62.9	nt
Cc1cccc(NC(=O)COC(=O)CCc2ccc(S(=O)(=O)N3CCOCC3)cc2)c1C	-4.3	-12.1	1.5	-0.4	-23.2	-2.2	-3.2	-6.3	-3.8
CCOC(=O)c1c(NC(=O)OC)sc(C(=O)N(C)C)c1C	-27.8	11.5	4.0	5.7	44.2*	2.5	-2.8	0.9	0.3
COc1ccc(CN(C(=O)CN2C(=O)c3ccccc3S2(=O)=O)C(C(=O)NCC2CCCO2)c2ccncc2)cc1 (centres undefined)	12.3	5.4	2.1	-3.6	-2.2	-1.5	-6.9	10.9	2.5
CCOC(=O)CNC(=O)Cn1cnc2sc(C)c(S(=O)(=O)N3CCC(C)CC3)c2c1=O	9.5	-2.1	2.9	-3.9	-11.9	0.0	2.1	1.7	-0.8
CCCOc1ccc(CN(CCO)CCO)cc1[N+](=O)[O-]	19.5	7.8	4.0	-3.4	-20.6	1.9	-1.0	-1.2	-0.2
Nc1nc(-c2ccco2)nc(N2CCCCC2)n1	4.4	-0.7	4.4	8.7	-13.2	-1.5	3.8	12.1	-1.8
O=C(CSc1ccccc1)Nc1ccc(N2CCN(c3ccccc3)CC2)c(F)c1	-6.0	0.2	-1.4	4.3	-1.2	1.0	-4.5	-5.2	5.0
COc1ccc(S(=O)(=O)NCCSCc2ccco2)cc1C	8.9	-33.3	3.7	-9.6	-25.5	0.3	0.1	-17.6	10.5
Cc1ccc(S(=O)(=O)NCCC(C)C)cc1[N+](=O)[O-]	33.5	-0.8	5.0	-6.7	-1.5	-0.2	0.8	-10.8	4.7
Cc1cnn(-c2ccc3nnc(-c4ccc(Cl)cc4)n3n2)c1	-19.3	-18.1	1.0	-10.6	-1.7	-0.6	-1.2	3.1	6.8
Cc1c(N=C2N=C(NC(=O)NC(C)(C)C)c3ccccc32)c(=O)n(-c2ccccc2)n1C	-11.8	1.5	-0.3	-5.5	4.5	1.7	2.7	-13.9	13.7
CCOC(=O)c1ccc(N2C(=O)CC(N3CCC(O)(c4ccc(Cl)cc4)CC3)C2=O)cc1 (centres undefined)	35.9	-0.5	8.4	-7.8	-8.6	1.6	4.9	9.6	-5.4
O=[N+]([O-])c1ccccc1NCc1ccccc1Cl	34.1	-4.1	2.5	13.8	-22.5	-1.2	-0.2	-9.7	8.5
O=CNC(Cc1ccccc1)C(=O)O (centres undefined)	13.9	1.4	1.3	-3.1	-8.2	-0.7	-7.6	9.5	4.1
O=C(N/N=C/c1ccc(N2CCOCC2)cc1)c1ccc(NS(=O)(=O)c2cccs2)cc1	10.4	-19.8	8.5	-15.8	-8.8	1.5	3.9	-14.2	5.3
Cc1ccc(C(=O)C(NC(=O)c2ccco2)Nc2sc3c(c2C(N)=O)CCCC3)cc1 (centres undefined)	3.5	4.3	3.3	-19.1	-10.3	-1.7	-1.3	-15.0	1.2
COc1ccc(/C(N)=N/OC(=O)CSc2ccc(C)cc2)cc1OC	6.8	-20.1	0.8	-16.1	6.3	1.7	-2.8	-31.2	21.4*
CC(C)(Oc1ccc(-c2ccco2)cc1)C(=O)O	35.2	-12.2	0.4	-12.2	-17.1	-0.6	-0.4	-3.0	6.1
O=C(OCCN(C1=NS(=O)(=O)c2ccccc21)c1ccc(Cl)cc1)c1ccco1	5.2	-7.5	10.0	11.6	-2.5	0.5	4.4	-4.8	2.4
NC(=O)C1CCN(c2nc(C3CC3)nc3c2nnn3Cc2ccccc2Cl)CC1	26.5	-1.2	7.3	-2.6	-6.3	0.9	1.3	1.1	4.2
NC(=O)CCC1NC(=S)N(Cc2ccccc2)C1=O (centres undefined)	7.4	-2.6	2.8	1.9	0.0	4.9	-0.7	20.3	-8.5
Cc1cc2n(n1)SC(Nc1cc(Cl)ccc1Cl)N2 (centres undefined)	-21.3	18.6	3.6	-67.9	-3.6	0.0	2.1	21.2	-0.4
O=C(NC12CC3CC(CC(C3)C1)C2)N1CCN(C2CCCCC2)CC1	11.4	-20.0	5.9	-9.5	13.0	0.1	1.4	14.9	0.5
CCc1[nH]nc2c1C(c1cccc(OC(=O)N3CCOCC3)c1)C(C#N)=C(N)O2 (centres undefined)	-12.5	4.3	2.1	-9.7	-12.1	1.5	-1.3	-1.9	11.1
CCOC(=O)C1=C(C)NC2=C(C(=O)c3ccccc32)C1c1ccc([N+](=O)[O-])o1 (centres undefined)	21.9	24.2	-3.9	-11.2	2.5	-0.1	-4.7	12.1	nt
C=C(C)c1cccc(C(C)(C)NC(=O)Nc2ccc(Cl)cn2)c1	77.8*	2.2	4.9	-7.8	-6.8	-3.6	1.7	-5.7	-0.2

# Some of the entries so far, with each value named:
CCOC(=O)CNC(=O)Cn1cnc2sc(C)c(S(=O)(=O)N3CCC(C)CC3)c2c1=O
  CHOP inh: 9.5; NPY2 pot ag: -2.1; BaF3 parental: 2.9; NCF1 inh: -3.9; S1P4 antag: -11.9; S1P4 ag: 0.0; Ba/F3 V617F tox: 2.1; NPY-Y1 PAM-ag: 1.7; NPY Y1 blocker: -0.8

CCCOc1ccc(CN(CCO)CCO)cc1[N+](=O)[O-]
  CHOP inh: 19.5; NPY2 pot ag: 7.8; BaF3 parental: 4.0; NCF1 inh: -3.4; S1P4 antag: -20.6; S1P4 ag: 1.9; Ba/F3 V617F tox: -1.0; NPY-Y1 PAM-ag: -1.2; NPY Y1 blocker: -0.2
